Screens from PubChem.
hcGAS inh = human cGAS inhibition. inhibition, % at 12.5 µM. Q8N884. recombinant h-cGAS, ATP depletion, Kinase-Glo luminescence. actives 0.081% (n = 290,000);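 note: 0% = vehicle reaction and 100% = reaction without DNA for no activity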
Target sequence (Q8N884 whole entry, looked up): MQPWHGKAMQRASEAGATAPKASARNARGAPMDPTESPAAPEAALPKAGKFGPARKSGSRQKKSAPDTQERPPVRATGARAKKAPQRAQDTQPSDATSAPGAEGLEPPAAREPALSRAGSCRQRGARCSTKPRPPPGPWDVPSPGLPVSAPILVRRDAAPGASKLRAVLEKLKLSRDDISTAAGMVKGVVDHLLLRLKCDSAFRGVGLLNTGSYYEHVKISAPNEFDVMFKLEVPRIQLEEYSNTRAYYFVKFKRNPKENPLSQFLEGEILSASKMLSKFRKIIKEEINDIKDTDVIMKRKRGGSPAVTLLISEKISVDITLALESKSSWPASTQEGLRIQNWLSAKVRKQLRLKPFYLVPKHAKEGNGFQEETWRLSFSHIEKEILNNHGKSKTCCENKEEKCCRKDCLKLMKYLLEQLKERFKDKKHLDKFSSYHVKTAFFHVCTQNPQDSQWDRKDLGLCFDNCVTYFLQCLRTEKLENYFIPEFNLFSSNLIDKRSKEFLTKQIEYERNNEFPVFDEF
mcGAS lum = blocks mouse cGAS activity. inhibition, % at 12.5 µM. actives 0.15% (n = 160,000). recombinant cGAS, Kinase-Glo ATP depletion luminescence;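 note: 0% = negative control wells and 100% = reference inhibitor with no enzyme activity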
NPYLR7 ag = mosquito NPYLR7 agonism; HEK293T NPYLR7/Galpha15, GCaMP6s calcium fluorescence; activation, % at 10 µM; actives 0.15% (n = 270,000); AID 1259423; in the data active = activation above about 40%;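 note: 0% = vehicle and 100% = reference agonist at the receptor; some compounds past the cut are filed as inactive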
* hit, by the source's call; x = not tested or not shown; & = joins results of further samples. Cut-off read from the data, not from the text of the source, unless noted: active = inhibition above about 40%; inactive = the rest.

SMILES	hcGAS inh	mcGAS lum	NPYLR7 ag
CCc1ncc2c(n1)CN(C(=O)Cc1c(C)nc3ccccn13)C2	-3	x	2
CCc1cccc(-n2nnc(C(=O)N3CCC(N4CCCCC4)CC3)c2-c2cccnc2)c1	-5	-5	-3
Cc1ccc(C)c(S(=O)(=O)NC(C)C(=O)NCc2ccco2)c1 (centres undefined)	-3	-5	-2
Cc1ccccc1/C=C/C=C1/SC(N)=NC1=O	-6	x	0
COC(=O)CCCCC(=O)N1CCc2cc(OC)c(OC)cc2C1c1cccc(Cl)c1 (centres undefined)	-2	-7	9
CC1CCc2ccc(F)cc2N1S(=O)(=O)c1ccc(Cl)s1 (centres undefined)	-4	x	-4
CCCCOC(=O)n1c(SCC(N)=O)nc2ccccc21	9	x	-9
O=C(c1cc(-c2ccccc2)n[nH]1)N1Cc2cccc3cccc(c23)C1	0	2	-2
CC(=O)c1ccccc1OC(=O)c1cccn1C	-2	x	8
COc1ccc(Oc2cc(N3CCN(c4ccccc4)CC3)ncn2)cc1	-4	-6	-8
C=CCn1c(SCC(=O)Nc2ccc(C(C)=O)cc2)nc2ccsc2c1=O	-2	x	1
C=CCn1c(SCC(=O)Nc2ccc(O)cc2)nc2sc(C)c(C)c2c1=O	-3	-7	7
O=C(CN1C(=O)c2ccccc2C1=O)NCC(=O)OCC(=O)c1ccc(Br)cc1	-7	-8	1
O=C(Nc1nnc(SCc2ccccc2F)s1)C1CCCCC1	-6	-5	-3
CCc1nnc2n1NC(C)=C(C(=O)Nc1ccccc1)S2	-1	x	-20
COCCn1cnc2cnc(Nc3ccc(F)c(Cl)c3)cc21	-3	-6	16
CNC(=O)c1ccc(C)c(NCc2ccccc2C#N)c1	-5	x	0
CCC(O)CN(Cc1nc2sc(C)c(C)c2c(=O)[nH]1)CC(C)C (centres undefined)	-8	1	24
N#Cc1ccc(S(=O)(=O)N(CCC(N)=O)c2ccc(F)cc2)cc1	9	14	8
Cc1ccc(C)c2c3c([nH]c12)-c1nonc1CC3	-5	x	0

An excerpt of these results, in markdown.
| SMILES | hcGAS inh | mcGAS lum | NPYLR7 ag |
| --- | --- | --- | --- |
| COc1ccc(Oc2cc(N3CCN(c4ccccc4)CC3)ncn2)cc1 | -4 | -6 | -8 |
| C=CCn1c(SCC(=O)Nc2ccc(C(C)=O)cc2)nc2ccsc2c1=O | -2 | x | 1 |
| C=CCn1c(SCC(=O)Nc2ccc(O)cc2)nc2sc(C)c(C)c2c1=O | -3 | -7 | 7 |
| O=C(CN1C(=O)c2ccccc2C1=O)NCC(=O)OCC(=O)c1ccc(Br)cc1 | -7 | -8 | 1 |

(list continues)
SMILES	hcGAS inh	mcGAS lum	NPYLR7 ag
O=[N+]([O-])c1ccc2[nH]c(O)c(N=Nc3ncc(Cl)cc3Cl)c2c1	-8	x	4
CCN(CCOc1cccc(Cl)c1)C(=O)c1ccc(=O)n(C)c1	4	1	-11
CCN1CCC(NC(=O)N(Cc2ccc(-c3ccccc3C)s2)C(C)C)CC1	-11	x	1
CC(=NNC(N)=S)c1ccc(C)cc1	-2	x	-1
NC1CCCC(c2nc(C3CCCCCC3)no2)C1 (centres undefined)	-3	-6	-1
CC(Nc1ccc(N)cc1Cl)c1ccccc1 (centres undefined)	-21	x	-4
CCOC(=O)N(C)c1c(CC)nc2c(OCc3ccc(F)c(F)c3)cccn12	-4	-2	3
CC1CN(c2ccccc2)c2nc3c(c(=O)[nH]c(=O)n3C)n2C1 (centres undefined)	-10	x	22
CCOC(=O)C1=C(C)N(CC)C(=O)NC1c1cccc(Cl)c1Cl (centres undefined)	-2	x	6
CCn1nnc2c(=O)n(CC(=O)N3CCCC3)cnc21	1	x	-1
CC(C)CCOC(C)C(=O)N(C)CC(=O)N(C)C (centres undefined)	-7	x	4
COCc1c(C(=O)N2CC(CN(C)C)C3(CCOCC3)C2)noc1C (centres undefined)	-7	-3	x
CCC(NC(=O)OC1CCCC1)(C(F)(F)F)C(F)(F)F	-3	x	-1
COc1cccc(S(=O)(=O)N2CCC3(CCC(CN4CCN(C)CC4)O3)CC2)c1 (centres undefined)	-4	-4	x
COCC(=O)N(Cc1cc(Cl)ccc1OS(C)(=O)=O)C(C)C	-3	-5	9
CC1CCN(Cc2nc(NCCN3CCOCC3)c3c4c(sc3n2)CCC4)CC1	-6&-4	x	8&4
Cc1cc(C)c2c(c1)C(=NNC(=S)NC(C)C)CCC2	-1	-4	4
COCCN1CCCC(O)(CN2CCC(Cc3ccc(F)cc3)CC2)C1=O (centres undefined)	-4	x	15
Cc1nc2n(n1)C(=O)C(C(c1ccccc1)N1CCC(O)CC1)S2 (centres undefined)	-9	x	1
FC(F)(F)c1nnc2sc(/C=C/c3ccccc3)nn12	-4	-8	1

Quoted from the listing.
hcGAS inh, `CC1CCN(Cc2nc(NCCN3CCOCC3)c3c4c(sc3n2)CCC4)CC1` = -6&-4
NPYLR7 ag, `Cc1nc2n(n1)C(=O)C(C(c1ccccc1)N1CCC(O)CC1)S2` (centres undefined) = 1

Following part:
SMILES	hcGAS inh	mcGAS lum	NPYLR7 ag
CSc1ccc2c(c1)sc(=NC(=O)c1ccn(C)n1)n2C	-2	-5	2
Cc1ccc(S(=O)(=O)CC2CSc3nc4ccccc4n32)cc1 (centres undefined)	-4	x	5
COc1ccc(CCOC(=O)C2CCCCN2C(=O)c2c(Cl)ccc(C)c2F)cc1OC (centres undefined)	-5	-6	-2
COC(=O)c1ccccc1NCC(=O)NCCc1ccccc1	-6	x	9
CC(C)c1ccc(-n2nnnc2SCC(=O)NCc2ccco2)cc1	-1	-5	4
CCOC(=O)c1nc(CN2CCC(NC(=O)c3cnn(C)c3)CC2)cs1	-8	x	-2
COc1ccc2[nH]c(=O)c(CN(C)CCc3ccccn3)cc2c1	-5	x	0
Cc1ncsc1CCC(=O)NC1CC(=O)N(Cc2cccc(F)c2)C1 (centres undefined)	-11	-13	19
COc1cccc(Nc2nc(N)c([N+](=O)[O-])c(N3CCCCC3)n2)c1	-4	x	1
CC(=O)c1c(C(C)=O)c(C)n(Cc2ccco2)c1C	1	x	7
Cc1noc(C)c1CN(C)S(=O)(=O)c1ccc2ncccc2c1	4	x	1
COc1ccc(-c2noc(COc3ccc(C)cc3OC)n2)cc1	-8	x	3
COC(=O)c1ccc(CSc2nnc(-c3cc(OC)cc(OC)c3)n2C2CCCCC2)o1	2	-2	-1
CN(Cc1ccc(C(N)=O)cc1)Cc1ccccc1Br	-9	-10	7
CN1CCC2(CC1)CN(C(=O)CN1C(=O)NC(=O)C1(C)C)CCN2C	1	x	-6
Cc1cc(C(=O)N2CCCN(CC3CC3)C(C(C)C)C2)cc2sc(N)nc12 (centres undefined)	0	-8	x
CCN(CC)S(=O)(=O)c1cccc(N=Nc2ccc3ccccc3c2O)c1	-9	-10	-5
Cc1cc(-c2csc(NC3CCCC3)n2)c(C)n1CC1CCCO1 (centres undefined)	-7	-7	40
Cc1nc2sccn2c1CNCCCN1CCC(C)CC1	-15	x	1
Cc1cc(Cl)ccc1NC(=O)c1nc(C)n2c1CCCC2	3	x	-4
CCOc1cc(C2=NN(c3ccc(C)cc3)C(=O)CC2)ccc1O	-5&-11	-5	3&4
COC(=O)C(=O)N1CCN(c2nccc(-c3cccc(C(F)(F)F)c3)n2)CC1	-6	-6	6
COCCCn1ccc2nc3ccn(CCN4CCOCC4)c(=O)c3cc2c1=O	-6	x	5
N#Cc1c(N2CCOCC2)nn2cc([N+](=O)[O-])cnc12	-4	x	12
CCC(C)NC(=O)C(NC(=O)c1ccccc1F)C1CCN(C(=O)C2CCCC2)CC1 (centres undefined)	-4	-3	-6
Cc1ccc(O)c(C(=O)N(C)CCOc2ccc(F)cc2)c1	-1	x	-4
COc1cc(OC)cc(-c2nnc(SCc3cc(F)cc(F)c3)n2-c2ccccc2C)c1	-1	-5	5
COc1ccc(-c2cnc3ncnn3c2N2CCCN(S(=O)(=O)c3cc(F)ccc3C)CC2)cc1OC	-4	-6	x
c1ccc(-c2cnnc(NCCN3CCCC(c4ccccc4)C3)n2)cc1 (centres undefined)	-4	-5	-2
COc1cc(NS(=O)(=O)c2ccc3c(c2)CCN3C=O)cc(OC)c1OC	-7	-19	5
O=C(Cc1cc(-c2ccc(F)cc2)on1)NCCC1=CCCCC1	-6	-9	12
O=C(Nc1nccs1)c1csc(-c2cc3ccccc3[nH]2)n1	0	x	2
COc1ccccc1-n1cc(CN2CCC3(CC2)C(=O)N(C(C)C)C(=O)N3C)cn1	-7	-14	21
O=C(NCCC1=CCCN(CCCF)C1)c1c(F)cccc1F	-2	x	2
COCCN(C(=O)Nc1c(C(C)C)cccc1C(C)C)C(C)c1nc2ccccc2c(=O)n1-c1ccccc1C (centres undefined)	-3	-5	x
N#Cc1cccc(CSc2nnc(NC(=O)COCc3ccccc3)s2)c1	-3	-5	-3
CCc1nc(-c2ccccc2N)n[nH]1	3	x	-9
CCC(C)NCc1cccc(OS(=O)(=O)c2ccc(NC(C)=O)cc2)c1 (centres undefined)	-3	x	2
Cc1cc(C(=O)N2CCC(Oc3ccc(C(=O)NCCc4ccccc4)cc3)CC2)no1	-5	-15	4
COc1ccc(-c2noc(CN3CCCCC3c3nccn3C)n2)cc1 (centres undefined)	-4	x	4
O=C(NCCN1CCOCC1)c1cnn2c(-c3ccccc3)cc(-c3ccccc3)nc12	6	0	0
COc1cccc(F)c1C(C)Nc1nc2ccccc2c(=O)[nH]1 (centres undefined)	-15	x	5
CCC[C@H]1CN(CC(=O)N2CCOCC2)C[C@@H]1Nc1nnc(C)s1	3	-2	x
CC(C)CN1CCC(CNC(=O)c2ccc(-c3cccc(CO)c3)nc2)C1 (centres undefined)	-2	x	-3
CC1CCN(c2nc(N)c([N+](=O)[O-])c(N3CCCC3)n2)CC1	-7	x	-1
Cc1nc(N2CCN(S(=O)(=O)c3ccc(-c4csc(C)n4)s3)CC2)cc(-n2ccnc2)n1	-5	-8	-9
CN(C)[C@@H]1C[C@@H](CO)N(C(=O)c2cccc3c(=O)c4ccccc4[nH]c23)C1	-3	x	5
Cc1c(Cl)cccc1N1CCN(C(=O)CCc2ccccc2)C(C)C1=O (centres undefined)	2	-3	-5
COC(=O)c1ccccc1NC(=O)Cn1nc([N+](=O)[O-])cc1C	-1	-3	-6
COC(=O)c1ccc(-c2nc(CN3CCCCC3CCc3ccccn3)c(C)o2)cc1 (centres undefined)	-9	-10	19
O=C1NCCC1(Sc1ccccc1)Sc1ccccc1	2	x	-4
CCNC(=O)C1(C)CCN1Cc1ccc(-c2ccccc2)o1 (centres undefined)	0	x	-5
CCN1c2ccc(S(=O)(=O)N3CCOCC3)cc2N(Cc2ccc(C)s2)C1C (centres undefined)	1	x	1
CS(=O)(=O)Nc1c(Cl)c(Cl)c(Cl)c(Cl)c1Cl	-1	-1	-6
C=CCN(Cc1nccn1Cc1ccc(Cl)cc1Cl)S(=O)(=O)c1ccc(C)cc1	-2	-6	2
Cc1nnc(Nc2ccc3c(c2)nc2n3CCN(C3CCCCC3)C2)c2ccccc12	-6	x	-20
Cc1ccc(C2CC(C(F)(F)F)n3nc(C(=O)N4CCN(C)CC4)c(Cl)c3N2)cc1 (centres undefined)	-3	-4	20
NC(=O)C1CCCN(C(=O)C=C2CCCCC2)C1 (centres undefined)	-7	-13	0
NC(=O)C(NC(=O)c1cccc(Cl)c1)c1ccccc1 (centres undefined)	-5	x	0
CCOC(C)C(=O)NS(=O)(=O)c1ccc(F)c(C(F)(F)F)c1 (centres undefined)	-4	-11	7

Brought forward from above: 6 entries; new compounds follow.
SMILES	hcGAS inh	mcGAS lum	NPYLR7 ag
C=CCN(Cc1nccn1Cc1ccc(Cl)cc1Cl)S(=O)(=O)c1ccc(C)cc1	-2	-6	2
Cc1nnc(Nc2ccc3c(c2)nc2n3CCN(C3CCCCC3)C2)c2ccccc12	-6	x	-20
Cc1ccc(C2CC(C(F)(F)F)n3nc(C(=O)N4CCN(C)CC4)c(Cl)c3N2)cc1 (centres undefined)	-3	-4	20
NC(=O)C1CCCN(C(=O)C=C2CCCCC2)C1 (centres undefined)	-7	-13	0
NC(=O)C(NC(=O)c1cccc(Cl)c1)c1ccccc1 (centres undefined)	-5	x	0
CCOC(C)C(=O)NS(=O)(=O)c1ccc(F)c(C(F)(F)F)c1 (centres undefined)	-4	-11	7
CCC1CN(C(=O)C2(COC)CCC2)CCC(=O)N1Cc1ccccc1 (centres undefined)	1	x	0
OC(CN1CCOCC1)CN1CCC(c2nc3ccccc3o2)CC1 (centres undefined)	-5	x	1
CCOC1CC(N(C)c2ncnc3c2cnn3CC(=O)OC)C1(C)C (centres undefined)	-14	x	-5
COc1ccc2ccccc2c1/C=C1/C(=O)NC(=S)N(c2ccc(Br)cc2)C1=O	-1	-2	0
O=C(CNC(=O)c1cc(-c2ccccc2)on1)NOC1CCCCO1 (centres undefined)	13	1	5
CCOc1nc(-c2cccc(OC)c2)n(-c2ccc(NC(=O)c3ccc(C)cc3)cc2)n1	-1	-9	27
O=C1c2ccc(Br)cc2C(=O)N1CNc1ccc(Cl)c(Cl)c1	-2	-3	-1
c1ccc(CN[C@@H]2C[C@@H]3CO[C@H](c4ccccc4)C[C@@H]3C2)cc1	6	-8	1
N#Cc1cnn(C(=O)CCc2cc(F)ccc2F)c1N	-8	x	-9
CCOc1ccc(NC(=O)N2CCSC2c2ccccc2F)cc1 (centres undefined)	-4	-6	11
CN1CCN(c2nc(Nc3ccc(F)cc3)c3cn[nH]c3n2)CC1	-8	x	2
CCCCCCCCn1c(O)cc(=O)[nH]c1=S	-3	x	3
O=[N+]([O-])c1cnccc1Nc1cccc(C2=NCCN2)c1	7	x	-2
CS(=O)(=O)C1CCCC(Sc2nccc(C(F)(F)F)n2)C1 (centres undefined)	-7	x	-1
CCOC(=O)C1CCN(CC(=O)N2N=C(c3cc(C)ccc3C)CC2c2cc(OC)ccc2OC)CC1 (centres undefined)	-2	-4	-2
